High-throughput results (PubChem)
AID2073: inhibitors of Mint1-CaV2.2 protein interaction, biochemical, HTRF (AID 2073); HTRF protein-protein interaction, Mint1-CaV2.2; higher % means a stronger effect; inhibition, % at 20 µM, or IC50 in µM where a hit was titrated; 0.19% of 290,000 active; in the data active = inhibition mostly above about 51%, no sharp cut-off; inconclusive = no clear call, values can overlap the other calls; inactive = mostly below about 53%; also: some results filed as inactive read as strong as hits
SIAH1 antagonists: blockers of Siah-1 interaction with plectin peptide – biochemical, fluorescence polarization, rhodamine-plectin, uHTS, primary screen (AID 1817). displacement, % at 20 µM; hits with a dose series show IC50 in µM. Siah-1 / rhodamine-plectin peptide fluorescence polarization; higher % means a stronger effect. 0.02% of 290,000 active;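 active = displacement of at least 50% at 20 µM, with a fluorescence ratio check between 0.3 and a set limit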;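 also: plate controls were Siah plus tracer with DMSO for no effect and tracer alone without Siah for full effect; strong numbers were not always called active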
LYP inhibition: inhibitors of LYP phosphatase, biochemical, fluorescence intensity, uHTS (AID 1779); recombinant LYP phosphatase, fluorescence intensity; higher % means a stronger effect; 0.054% of 290,000 active; inhibition, % at 11.5 µM; hits with a dose series show IC50 in µM; in the data active = inhibition above about 50%;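 also: plate controls were vehicle with enzyme for no effect and no enzyme for full effect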
* = called active by the depositor; ? = inconclusive. Not all compounds are listed. The share of hits here may be higher or lower than overall.

SMILES	AID2073	SIAH1 antagonists	LYP inhibition
CC1CCCC(NC(=O)CCC(=O)N2CCOc3ccccc32)C1C (configuration not stated)	3%	-3%	-4%
Cc1ccc(NC(=O)C2C3CCC(O3)C2C(=O)O)cc1C (configuration not stated)	2%	-7%	-6%
COc1ccc(C(=O)OCC(=O)C(C)(C)C)cc1S(=O)(=O)N(C)CCc1cccnc1	6%	-2%	-10%
Cc1cc2oc(C(=O)NC3CCS(=O)(=O)C3)cc(=O)c2cc1C (configuration not stated)	7%	5%	-11%
c1ccc(-c2ccc(CN3CCSCC3)cc2)cc1	-4%	2%	-1%
Cc1ccc(S(=O)(=O)N2CCC(Oc3ccc(-n4cnnn4)cc3)CC2)cc1	20%	3%	-7%
Cc1ccc(N2CCN(C(=O)c3cc(COc4c(C)cccc4C)on3)CC2)c(C)c1	6%	5%	-8%
Cc1nnc(NC(=O)c2cc(S(=O)(=O)N3CCCCC3)ccc2Cl)s1	7%	0%	-10%
O=C(CCC(=O)N1CCOc2ccccc21)N1CCN(c2ccccc2)CC1	1%	-1%	-11%
O=C(Nc1ccc(Cl)cc1)Nn1cnc2ccccc2c1=O	16%	2%	-10%
CCn1c(SCC(=O)N2CCC(C)CC2)nc2c(c1=O)SC(C)C2 (configuration not stated)	-1%	-3%	-7%
CN(CC(=O)Nc1cccc(F)c1)C(=O)c1ccncc1	8%	-8%	-7%
COc1ccc(C(=O)NC2CCN(S(=O)(=O)c3ccc(C)cc3)CC2)cc1	10%	1%	-7%
COc1ccccc1CNS(=O)(=O)c1cc(CN2C(=O)c3cccnc3C2=O)ccc1OC	-1%	1%	-9%
COc1cccc(NC(=O)CSc2nnc(NC(=O)C3CCC3)s2)c1	5%	-4%	-6%
Cc1c(C(=O)N2CCC(n3nccc3NC(=O)C3CC3)CC2)[nH]c2ccc(Cl)cc12	4%	7%	-7%
COc1ccccc1N1CCN(C(=O)c2cc(-c3ccccc3O)on2)CC1	0%	7%	0%
Cc1ccccc1NCCC(=O)Nc1ccc(F)cc1	4%	-9%	-7%
O=C(Nc1sc2c(c1C(=O)O)CCCC2)c1ccc(F)cc1	13%	2%	-4%
O=C(NCc1ccc(F)cc1)C1CCC(CNS(=O)(=O)c2cccs2)CC1 (configuration not stated)	5%	1%	-6%
O=C(NC(NC(=O)c1c(F)cccc1F)c1ccc([N+](=O)[O-])cc1)c1c(F)cccc1F	9%	7%	-4%
CCC(C)N1C(=O)N(c2cccc(Cl)c2)C(C)(O)CC1(C)C (configuration not stated)	7%	10%	-10%
O=C(NC(=S)N1CCCC1)c1ccc(Cl)cc1	-13%	3%	-2%
CCN(CCO)C(=O)c1ccc2nc(Cc3cccc(Cl)c3)oc2c1	8%	0%	-9%
Cc1ccc(Cl)cc1NC(=O)C1CCCN1S(=O)(=O)c1ccc(-c2ccc(=O)[nH]n2)s1 (configuration not stated)	11%	-5%	-5%

(cont.)
SMILES	AID2073	SIAH1 antagonists	LYP inhibition
COc1ccc(C(=O)CC(=O)C(=O)Nc2cc(OC)c(OC)c(OC)c2)cc1	13%	3%	3%
COc1cccc(/C=C2\SC(=S)N(CCC(=O)N3CCCCC3)C2=O)c1	40%	-9%	-2%
O=C(Nc1ccnn1C1CCN(CCCc2ccccc2)CC1)c1ccccc1	12%	-3%	-8%
CCC(C)(O)c1[nH]c2ccc(C(F)(F)F)cc2c1C (configuration not stated)	3%	-2%	5%
O=C(c1ccccc1[N+](=O)[O-])N(CCc1ccccc1)Cc1ccccc1	4%	0%	-3%
O=C1CCCN1c1ccc(N2CCCC2=O)cc1	0%	1%	-10%
CC1c2cc3c(cc2CCN1C(=O)c1cccc(Cl)c1)OCCCO3 (configuration not stated)	?	3%	-4%
CS(=O)(=O)c1cccc(C(=O)Nc2ccc(-c3nc4ccccc4[nH]3)cc2)c1	2%	-6%	-12%
COc1ccccc1/C=N/NC(=O)NC12CC3CC(CC(C3)C1)C2	9%	-1%	6%
CCOc1ccc(S(=O)(=O)N/N=C(\C)c2ccc3c(c2)OCO3)cc1	4%	12%	-8%
COc1cccc(NC2=C(NCCO)C(=O)c3ccccc3C2=O)c1	-19%	-4%	-5%
COc1ccc(-c2c(C)nn3c(Cl)c(C)c(C)nc23)cc1	0%	6%	-6%
CN(CC(=O)Nc1ccc(Cl)c(S(=O)(=O)N(C)C)c1)Cc1ccccc1	-2%	6%	-9%
Cc1cc(NC(=O)Cc2ccc(Br)cc2)no1	2%	-1%	-6%
CN=C1S/C(=C\c2ccc(Cl)cc2)C(=O)N1C	2%	-7%	-7%
CCN(CC(=O)NCc1ccc(F)cc1)C(=O)c1ccc(C(=O)c2ccccc2)cc1	17%	-6%	-2%
Cc1ccnn1CCC(=O)N1CCCC(N2CCN(c3cccc(Cl)c3)CC2)C1 (configuration not stated)	-5%	-2%	-9%
CS(=O)(=O)c1cccc(NC(=O)C2CCCN2S(=O)(=O)c2ccc(F)cc2)c1 (configuration not stated)	-1%	2%	-2%
O=C(Nc1cccnc1Cl)c1cc(-c2cccc(O)c2)on1	-64%	4%	-8%
COc1ccc2oc(C(=O)NCCN3CCOCC3)c(C)c2c1OC	14%	-4%	-11%
Cc1ccc(OCC(=O)Nc2ccccc2C(=O)N2CCCC2)cc1	-2%	1%	-9%
COc1ccc(C(=O)N/N=C(\C)c2ccccn2)cc1OC	-1%	7%	-4%
CCNC(=S)NC1CC2CCCC(C1)N2Cc1ccc(C)cc1 (configuration not stated)	0%	3%	-5%
O=C(Nc1cccnc1Cl)C1CCCN(c2ncnc3c2nc2n3CCCCC2)C1 (configuration not stated)	21%	0%	-9%
CC(=O)Nc1cccc(NC(=O)CSc2nnc(NC(=O)c3ccco3)s2)c1	17%	1%	-3%

Profiles, quoted from the list:
Results for CCOc1ccc(S(=O)(=O)N/N=C(\C)c2ccc3c(c2)OCO3)cc1 : AID2073: 4%; SIAH1 antagonists: 12%; LYP inhibition: -8%
Results for CN=C1S/C(=C\c2ccc(Cl)cc2)C(=O)N1C : AID2073: 2%; SIAH1 antagonists: -7%; LYP inhibition: -7%

22 compounds out of the list, ordered by molar mass, smallest number first:
SMILES	AID2073	SIAH1 antagonists	LYP inhibition
O=C1CCCN1c1ccc(N2CCCC2=O)cc1	0%	1%	-10%
CN=C1S/C(=C\c2ccc(Cl)cc2)C(=O)N1C	2%	-7%	-7%
CCC(C)(O)c1[nH]c2ccc(C(F)(F)F)cc2c1C (configuration not stated)	3%	-2%	5%
Cc1cc(NC(=O)Cc2ccc(Br)cc2)no1	2%	-1%	-6%
COc1ccc(C(=O)N/N=C(\C)c2ccccn2)cc1OC	-1%	7%	-4%
COc1ccc(-c2c(C)nn3c(Cl)c(C)c(C)nc23)cc1	0%	6%	-6%
O=C(Nc1cccnc1Cl)c1cc(-c2cccc(O)c2)on1	-64%	4%	-8%
COc1ccccc1/C=N/NC(=O)NC12CC3CC(CC(C3)C1)C2	9%	-1%	6%
CCNC(=S)NC1CC2CCCC(C1)N2Cc1ccc(C)cc1 (configuration not stated)	0%	3%	-5%
Cc1ccc(OCC(=O)Nc2ccccc2C(=O)N2CCCC2)cc1	-2%	1%	-9%
COc1ccc2oc(C(=O)NCCN3CCOCC3)c(C)c2c1OC	14%	-4%	-11%
CC1c2cc3c(cc2CCN1C(=O)c1cccc(Cl)c1)OCCCO3 (configuration not stated)	?	3%	-4%
O=C(c1ccccc1[N+](=O)[O-])N(CCc1ccccc1)Cc1ccccc1	4%	0%	-3%
CCOc1ccc(S(=O)(=O)N/N=C(\C)c2ccc3c(c2)OCO3)cc1	4%	12%	-8%
COc1ccc(C(=O)CC(=O)C(=O)Nc2cc(OC)c(OC)c(OC)c2)cc1	13%	3%	3%
O=C(Nc1ccnn1C1CCN(CCCc2ccccc2)CC1)c1ccccc1	12%	-3%	-8%
CS(=O)(=O)c1cccc(C(=O)Nc2ccc(-c3nc4ccccc4[nH]3)cc2)c1	2%	-6%	-12%
CN(CC(=O)Nc1ccc(Cl)c(S(=O)(=O)N(C)C)c1)Cc1ccccc1	-2%	6%	-9%
Cc1ccnn1CCC(=O)N1CCCC(N2CCN(c3cccc(Cl)c3)CC2)C1 (configuration not stated)	-5%	-2%	-9%
CC(=O)Nc1cccc(NC(=O)CSc2nnc(NC(=O)c3ccco3)s2)c1	17%	1%	-3%
CCN(CC(=O)NCc1ccc(F)cc1)C(=O)c1ccc(C(=O)c2ccccc2)cc1	17%	-6%	-2%
O=C(Nc1cccnc1Cl)C1CCCN(c2ncnc3c2nc2n3CCCCC2)C1 (configuration not stated)	21%	0%	-9%

More structures.
SMILES	AID2073	SIAH1 antagonists	LYP inhibition
CCOC(=O)C(C)On1c(-n2nc(C)cc2C)nc2ccccc2c1=O (configuration not stated)	-14%	-3%	-4%
Cc1ccc2nccc(C(=O)N3CCCC(Nc4ccc(C)c(C)c4)C3)c2c1 (configuration not stated)	-13%	-6%	-6%
Cc1cc(C)c(C(=O)N2CCCC(CNS(=O)(=O)c3cccs3)C2)o1 (configuration not stated)	5%	11%	2%
CCc1nc(CNC(=O)C2CCC(=O)N(CCc3cccc(F)c3)C2)no1 (configuration not stated)	3%	-2%	-6%
CN(C(=O)c1cc(COc2ccc(F)cc2Cl)on1)C1CCCc2ccccc21 (configuration not stated)	10%	4%	4%
O=C(O)C1=C(Nc2ccccc2)OCC1=O	8%	1%	-6%
CCOc1ccc(-c2nc(S(=O)(=O)c3ccccc3)c(N3CCC(C(N)=O)CC3)o2)cc1	12%	-3%	-2%
CC1CCC(NC(=O)CCS(=O)(=O)c2ccc3c(c2)NC(=O)CO3)CC1 (configuration not stated)	10%	4%	-8%
Cc1ccc(-c2csc3ncnc(N4CCN(c5ccccc5O)CC4)c23)cc1	-1%	-6%	-4%
COc1ccc(S(=O)(=O)N2CCc3ccccc32)cc1OC	-5%	-6%	-9%
Cc1ccc(NC(=O)c2cccc(C(=O)Nc3ccc(C)cc3C(=O)O)c2)c(C(=O)O)c1	6%	15%	1%
CCOc1ccc(CCNS(=O)(=O)c2cn(C)cn2)cc1OCC	10%	-3%	-10%
CCN1CCN(c2c(Cl)cccc2NC(=O)c2cccs2)CC1	15%	1%	-8%
Cc1cccn2c(=O)c(/C=C(\C#N)C(N)=O)c(N3CCN(c4ccccc4)CC3)nc12	12%	2%	-2%
O=C(Nc1ccccc1Oc1cccnc1)C1CCCN(Cc2cccc(Cl)c2)C1 (configuration not stated)	-6%	1%	-7%
CCCCn1c(-c2ccc(Cl)c(Cl)c2)nc2cc3[nH]c(=O)c(C(C)C)nc3cc21	20%	-1%	6%
CCOc1ccc(CC(=O)N2CCC3(CC2)NCCc2[nH]cnc23)cc1	3%	-2%	-6%
Cc1ccc(NC(=O)c2ccc3c(c2)CCN3S(C)(=O)=O)cc1C	-2%	5%	-8%
O=C(Nc1cccnc1)c1ccc(Cl)c(S(=O)(=O)N2CCOCC2)c1	-5%	-1%	0%
O=C(O)/C=C/c1cccc(NC(=O)Nc2ccc([N+](=O)[O-])cc2)c1	11%	0%	-6%
CN(Cc1cccc(F)c1)C(=O)C(c1ccccc1)c1ccccc1	13%	2%	2%
Cc1occc(=O)c1OCc1ccc(Cl)cc1Cl	-1%	2%	-13%
COc1ccc(S(=O)(=O)N2CC(C)N(C(=O)N(C)C)C2C(C)C)cc1 (configuration not stated)	28%	6%	-5%
O=C(NC(=S)N1CCc2ccccc21)c1ccccc1Cl	-5%	8%	-6%
N#CC1(NC(=O)COC(=O)/C=C/c2ccc3ccccc3n2)CCCCC1	23%	12%	-3%

Further results follow:
SMILES	AID2073	SIAH1 antagonists	LYP inhibition
COc1ccc(Cl)cc1NC(=S)NC(=O)c1ccc2c(c1)OCO2	29%	-4%	-2%
C=CCn1cccc(C(=O)Nc2ccc(C)c(Cl)c2)c1=O	11%	-1%	-1%
CCCCOc1ccc(OCCSc2nc3ccccc3n2CC(=O)O)cc1	-5%	2%	1%
COc1cccc(NC(=O)[C@H](Cc2ccccc2)NC(=O)[C@@H]2Cc3ccccc3CN2)c1	8%	-6%	-6%
COc1ccc(CC(=O)NCC(C)(C)N2CCOCC2)cc1	9%	-6%	-6%
COc1ccccc1CNC(=O)CN(C)S(=O)(=O)c1ccc2c(c1)n(C)c(=O)c(=O)n2C	10%	0%	-9%
COc1ccc(C(=O)CC(=O)C(=O)Nc2cc(C)ccc2C)cc1	17%	2%	1%
COc1cccc(C(=O)Nc2ccc(NC(=O)C3CC=CCC3C(=O)O)cc2)c1 (configuration not stated)	11%	-4%	-8%
O=C(NCCc1ccccc1)C1(S(=O)(=O)c2ccc(Cl)cc2)CC1	-11%	2%	-6%
CN1CCCN(C(=O)c2ccc(Br)s2)CC1	-8%	12%	-8%
COc1ccc(C(C(=O)NCC2CCCO2)N(Cc2ccc(F)cc2)C(=O)CNC(=O)c2ccco2)cc1OC (configuration not stated)	5%	2%	-8%
CC(=O)Nc1ccc(Nc2nc(-c3sc(C)nc3C)cs2)cc1	-2%	-7%	-3%
O=C(OCC(=O)N(CCc1ccccc1)Cc1ccccc1)c1ccccc1NCCO	14%	2%	-7%
Cc1nc2nc(C)c(NS(=O)(=O)c3ccc(Cl)s3)c(=O)n2[nH]1	-4%	-5%	-14%
O=C(NCC1CCN(Cc2ccccc2Cl)CC1)Nc1ccccc1F	-5%	2%	-5%
CC(SCC(=O)Nc1ccccc1)c1nc2ccccc2c(=O)[nH]1 (configuration not stated)	4%	-2%	-10%
C/C=C(\C)C(=O)N1CCC(C(=O)c2ccccc2)CC1	-1%	-3%	0%
CC(C)C[C@H](NC(=O)N1CCn2c1nc1ccccc12)C(=O)N[C@H](Cc1ccccc1)C(=O)O	16%	3%	-10%
CCc1c(C)nc(SCC(=O)N2CCCCC2)[nH]c1=O	-7%	0%	-9%
COc1ccc(NC(=O)Cn2nnc(C(=O)NCc3ccc4c(c3)OCO4)c2N)c(OC)c1	5%	-3%	-10%
